Bioassay records deposited in PubChem by several laboratories.
STK33 inh – inhibitors of purified STK33 kinase, primary screen, biochemical, ADP-Glo luminescence, homogeneous, cell-free; 0.073% of 320,000 active; inhibition, % at 10 µM; Serine/threonine-protein kinase 33 (Homo sapiens), Q9BYT3; MBP phosphorylation;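 active means inhibition at or above 25%, using the most active replicate where run in duplicate; inactive means inhibition below 25%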
Target sequence (Q9BYT3 whole entry, looked up): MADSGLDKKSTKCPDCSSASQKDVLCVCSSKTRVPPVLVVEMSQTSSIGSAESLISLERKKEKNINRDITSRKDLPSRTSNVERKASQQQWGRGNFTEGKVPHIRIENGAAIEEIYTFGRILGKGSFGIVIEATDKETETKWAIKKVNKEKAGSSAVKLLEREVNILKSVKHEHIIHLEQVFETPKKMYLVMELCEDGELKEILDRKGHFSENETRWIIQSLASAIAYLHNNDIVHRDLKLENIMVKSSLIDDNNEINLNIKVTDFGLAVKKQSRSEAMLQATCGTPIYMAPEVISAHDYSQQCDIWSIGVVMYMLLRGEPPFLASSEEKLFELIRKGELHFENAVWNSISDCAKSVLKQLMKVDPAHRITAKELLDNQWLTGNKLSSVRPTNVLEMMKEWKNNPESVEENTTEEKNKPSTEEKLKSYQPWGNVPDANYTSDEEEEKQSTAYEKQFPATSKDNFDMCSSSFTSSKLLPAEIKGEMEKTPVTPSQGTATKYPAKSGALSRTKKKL
OX1R antag-1 – antagonists of human orexin 1 receptor (OX1R); AID 485270, 2010; inhibition, % at 6.6 µM; OX1R-expressing cells, FRET antagonist read-out; 1.8% of 330,000 active; in the data active means inhibition mostly above about 38%, no sharp cut-off; inactive means mostly below about 40%;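 further: 0% = agonist challenge alone and 100% = reference antagonist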
Target sequence (O43613 whole entry, looked up): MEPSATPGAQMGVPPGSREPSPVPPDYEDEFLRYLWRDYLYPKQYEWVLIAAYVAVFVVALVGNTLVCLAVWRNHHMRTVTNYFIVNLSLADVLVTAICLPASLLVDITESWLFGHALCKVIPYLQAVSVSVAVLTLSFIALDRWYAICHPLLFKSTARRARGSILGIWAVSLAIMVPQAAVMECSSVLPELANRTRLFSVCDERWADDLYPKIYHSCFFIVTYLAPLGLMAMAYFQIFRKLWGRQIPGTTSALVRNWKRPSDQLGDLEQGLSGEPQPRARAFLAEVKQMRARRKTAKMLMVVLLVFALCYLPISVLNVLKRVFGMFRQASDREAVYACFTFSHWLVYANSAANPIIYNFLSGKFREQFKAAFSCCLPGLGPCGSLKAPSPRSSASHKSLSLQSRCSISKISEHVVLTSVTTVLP
OX1R antag-2 – OX1R (HCRTR1) antagonists, primary screen, fluorescence, CHO/OX1R cells, Fluo-8 calcium, orexin A | Orexin/Hypocretin receptor type 1 (Homo sapiens), O43613 | Fluo-8 calcium fluorescence | inhibition, % at 5 µM | 0.43% of 330,000 active | AID 434989, 2010;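 active means inhibition above its plate's threshold, mean inhibition of all tested compounds on the plate plus 3 SD, cut at about 37% in these data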;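 further: 0% = orexin A challenge wells and 100% = SB-334867-A antagonist wells; not every result past the cut was called active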
* hit, by the source's call; nt = not tested or not shown.

Molecule,STK33 inh,OX1R antag-1,OX1R antag-2
O=C(Cc1ccc(S(=O)(=O)N2CCOCC2)s1)NCCC(c1ccccc1)c1ccccc1,-0.1,13,1
COc1ccc(OCCSc2nnc(Cc3cccc4ccccc34)n2N)cc1,0.4,13,-28
COCCCn1c(=O)c2ccccc2n(CC(=O)NCCC2=CCCCC2)c1=O,2.3,22,1
CC(=O)c1ccc(N2CCN(C(=O)c3cc4c(-c5ccccc5F)nn(C)c4s3)CC2)cc1,-0.3,13,-25
O=C(O)c1ccc(/C=N/NC(=O)c2ccc3c(c2)OCCO3)cc1,0.1,19,-12
CCC1(c2ccccc2)NC(=O)N(CC(=O)NCCN2C(=O)S/C(=C\c3cccnc3)C2=O)C1=O (configuration not stated),-1.7,57*,-13
NS(=O)(=O)c1ccc(CCNC(=O)c2cc(-c3ccccc3)nc3ccccc23)cc1,-0.9,28,0
O=C(COC(=O)c1ccc(S(=O)(=O)N2CCCC2)cc1)Nc1cccc(Br)c1,1.0,6,-19
CC(=O)Oc1ccc(N2C(=O)C3C(C2=O)C2C=CC3C23CC3)cc1[N+](=O)[O-] (configuration not stated),-0.4,22,-2
COc1ccc(-n2ncc3c2CC(C)(C)CC3NC(=O)CCn2nc(C)cc2C)cc1 (configuration not stated),2.5,0,-21

Molecule,STK33 inh,OX1R antag-1,OX1R antag-2
CCc1cccc(C)c1N1C(=O)CC(C)(C)CC1=O,-0.5,11,-13
O=S(=O)(N1CCCCC1)N1CCN(c2ccc(F)cc2)CC1,-0.1,8,-5
CCCOc1cccc(NC(=O)c2cc(C)oc2C)c1,-5.8,78*,-47
Cc1ccc2cc(CCNC(=O)c3cccc([N+](=O)[O-])c3)c(=O)[nH]c2c1,0.6,2,-27
Cc1cccc2c(N=O)c(O)[nH]c12,4.1,19,4
CSc1nc2c(c(=O)[nH]1)C(c1cccc(Cl)c1)CC(=O)N2 (configuration not stated),0.6,7,-23
COc1ccc(C2NC(=O)N(CCCC(=O)O)C(C)=C2C(=O)OCc2ccccc2)cc1 (configuration not stated),-0.7,37,-7
COc1ccc(CNC(=O)c2ccc(Cl)c(S(=O)(=O)N3CCOCC3)c2)cc1OC,-2.4,-1,11
CN1CCc2c(OCc3ccc(F)cc3)cccc2C1=O,-2.3,11,-33
Cc1ccc(NC(=O)CN2CCOCC2)cc1C,-0.7,14,-2

Molecule,STK33 inh,OX1R antag-1,OX1R antag-2
COc1cccc2c1Oc1ncccc1N(C(=O)CCC(=O)NCc1cccc(C)c1)C2,0.9,6,-14
CCOP(=O)(/C(C#N)=C(/O)c1ccccc1)c1ccccc1 (configuration not stated),-0.9,5,-12
Cc1onc(-c2c(Cl)cccc2Cl)c1C(=O)ONC(=O)c1ccccc1,-1.7,11,-1
Cc1ccc(NC(=O)CCc2nc3sc4c(c3c(=O)[nH]2)CCCC4)nc1,-0.5,19,-31
NC(=O)c1c(NC(=O)c2cccc(N3C(=O)CCC3=O)c2)sc2c1CCCCC2,1.6,10,7
Nc1ccccc1SCC(=O)Nc1ccc2c(c1)OCCO2,0.0,0,1
CC(C)Oc1ccc(N2CC(C(=O)NC3=NCCS3)CC2=O)cc1 (configuration not stated),-0.3,11,-10
CC(=O)Nc1ccc(NS(=O)(=O)c2cc(Cl)ccc2Cl)cc1,-1.0,7,-7
Cc1cc2ncn(C(=O)N3CCCCCC3)c2cc1C,1.0,25,-15
COc1ccc(-c2noc(CCC(=O)NCCc3ccccc3)n2)cc1,-3.0,17,-27

Molecule,STK33 inh,OX1R antag-1,OX1R antag-2
O=C(CC1(O)C(=O)Nc2ccccc21)c1cccc(-n2cccc2)c1 (configuration not stated),0.4,9,-17
O=C(CN1C(=O)c2ccccc2C1=O)Nc1cc(C(=O)O)cc(C(=O)O)c1,-1.2,6,-2
CCC(=O)Nc1ccc(S(=O)(=O)Nc2ccccn2)cc1,-2.0,17,-22
COc1ccc(Cc2nc(=S)[nH][nH]2)cc1Br,-0.3,3,-3
Nn1c(SCC(=O)Nc2ccc(S(N)(=O)=O)cc2)nnc1-c1ccco1,-0.3,7,-5
Cc1nnsc1C(=O)N1CCCC(N2CCN(c3ccc(F)cc3)CC2)C1 (configuration not stated),-3.1,1,-14
CC(CN1CCOCC1)C(=O)c1ccccc1 (configuration not stated),0.1,7,2
COc1ccc(/C(C)=N/Nc2nccnc2Cl)cc1,-0.5,0,-6
Cc1ccc(N(CC(=O)NCc2ccc(F)cc2)S(=O)(=O)c2c(C)n[nH]c2C)cc1,0.7,6,-24
COCCn1c(C)cc(C(=O)COC(=O)CNC(=O)c2ccccc2)c1C,-1.0,13,-21

Record cards, from the list above.
`COc1ccc(Cc2nc(=S)[nH][nH]2)cc1Br` is listed with STK33 inh = -0.3; OX1R antag-1 = 3; OX1R antag-2 = -3
`O=C(CC1(O)C(=O)Nc2ccccc21)c1cccc(-n2cccc2)c1` (configuration not stated) is listed with STK33 inh = 0.4; OX1R antag-1 = 9; OX1R antag-2 = -17

The listing continues:
Molecule,STK33 inh,OX1R antag-1,OX1R antag-2
COC(=O)c1sc(S(=O)(=O)Nc2ccc(C)cc2)c(C(=O)OC)c1C,0.5,16,-6
COc1cccc(N2CCN(C(=O)c3ccc(CS(=O)c4ccccc4C)o3)CC2)c1 (configuration not stated),-1.2,20,-2
COCC(C)n1c(C)cc(C(=O)CSc2nc3ccccc3c(=O)[nH]2)c1C (configuration not stated),-0.7,23,1
COc1ccccc1OCC(=O)NNC(=O)C(=O)N1CCCC1,-1.1,15,0
O=C(O)c1ccccc1NCc1cccs1,-1.0,6,-10
CCCCn1c(N)c(N(CCC(C)C)C(=O)COC(=O)c2ccccc2)c(=O)[nH]c1=O,-0.8,5,-19
COc1ccccc1CNC(=O)c1oc2ccc(S(=O)(=O)N3CCOCC3)cc2c1C,0.0,3,2
CC1CCN(c2c(NCc3ccc(C(=O)NCC4COc5ccccc5O4)cc3)c(=O)c2=O)CC1 (configuration not stated),0.6,13,-10
O=C(Nc1ccccc1OC(F)F)c1oc2ccccc2c1COc1ccccc1,0.9,18,-10
CC(C)C(O)(C#CCN1CCCC1)c1ccccc1 (configuration not stated),-2.6,14,-4

Molecule,STK33 inh,OX1R antag-1,OX1R antag-2
COc1cccc(-n2c(SCC(=O)Nc3cc(C)on3)nc3c([nH]c4ccccc43)c2=O)c1,-0.2,24,-17
Oc1c(CN2CCCC2)cc(COCc2ccccc2)c2cccnc12,-2.2,6,-12
CC(C)CCNC(=O)/C=C/c1ccc(Br)cc1,-0.3,25,-17
O=C(Nc1ccc(SC(F)F)cc1)C1CC(=O)N(Cc2ccccc2)C1 (configuration not stated),-0.7,2,-18
CCCCC(CC)C(=O)Oc1ccc(O)c(C(C)(C)C)c1 (configuration not stated),-0.1,18,-29
N#Cc1c(NC(=O)CSc2nc(-c3ccccc3)cc(C(F)(F)F)n2)sc2c1CCC2,-1.0,7,-5
C[N+]1(CC(=O)Nc2ccc(F)cc2)CCN(C(=O)c2ccco2)CC1,-0.5,0,1
CCC(NS(=O)(=O)c1ccc(C)cc1)C(=O)N1CCC2(O)CCCCC2C1 (configuration not stated),-1.5,6,-10
CC1=C(c2ccccc2)CCC1=O,1.8,-6,10
O=C(O)CCCn1nc(-c2ccccc2)c2ccccc21,-4.2,2,-4

Laid out differently: results already given
compound: O=C(O)CCCn1nc(-c2ccccc2)c2ccccc21
  STK33 inh = -4.2 | OX1R antag-1 = 2 | OX1R antag-2 = -4

compound: CC(C)CCNC(=O)/C=C/c1ccc(Br)cc1
  STK33 inh = -0.3 | OX1R antag-1 = 25 | OX1R antag-2 = -17

Other compounds:
Molecule,STK33 inh,OX1R antag-1,OX1R antag-2
CC12CC3(C)CC(C)(C1)CC(C(=O)NC(=S)NC(C)(C)C)(C2)C3,-2.2,9,7
CC(=O)NCC(=O)OCC(=O)Nc1ccc(C(C)=O)cc1,-1.3,12,7
COc1ccccc1NS(=O)(=O)c1ccc(C(=O)NCC(c2cccs2)N2CCOCC2)cc1 (configuration not stated),-0.8,7,-4
CC(C)NC(=O)NC(=O)COC(=O)c1ccc(S(=O)(=O)NCc2ccco2)cc1,0.1,6,-7
CS(=O)(=O)C1=NSC2=NC(=O)/C(=C\c3ccc(OC(=O)c4ccco4)c(Br)c3)C(=N)N21,17,13,-5
Cc1sc2cc3c(c(C(=O)c4ccccc4)[n+]2c1C)-c1cccc2cccc-3c12,3.0,20,0
COC(=O)c1ccccc1NC(=O)CSc1nc(O)c(-c2ccccc2)c(=O)[nH]1,2.8,2,-10
O=C(Nc1ccc2[nH]c(=O)[nH]c2c1)c1ccc(Cl)c(Cl)c1,-0.1,8,-21
COc1cc(=O)n(C)c2c(OCC3OC(C)(C)OC3(C)C)cccc12 (configuration not stated),-2.0,11,-17
O=C(NCc1ccc(Cl)cc1)C1CCN(S(=O)(=O)c2cccnc2)CC1,-1.0,4,-10

Second line of a record – STK33 inh | OX1R antag-1 | OX1R antag-2
CCOC(=O)N1CCN(C(=O)c2cn(C)c(=O)c3c2c2ccccc2n3C)CC1
→ -1.0 | 2 | -32
CCCCOC(=O)Nc1sc2nc(C)cc(C)c2c1-n1cccc1
→ -0.4 | 19 | -19
O=C(CSc1nnc(CNC(=O)C23CC4CC(CC(C4)C2)C3)n1-c1ccc(F)cc1)Nc1ccc(F)cc1
→ -2.2 | 3 | -17
CC(C)(C)[C@@H]1C=C(C(=O)O)[C@H](c2ccc(Cl)cc2)N1S(=O)(=O)c1ccccc1
→ nt | 5 | 10
CCc1nnc2c3cnn(-c4ccccc4)c3ncn12
→ -2.8 | 29 | -20
Cc1ccc(-c2nnc(Nc3ccc(C(=O)N(C)C)cc3)c3ccccc23)cc1S(=O)(=O)NC(C)(C)CO
→ 1.0 | 12 | 11
O=C(Cc1ccccc1)Nc1scc(-c2ccccc2)c1C(=O)N1CCOCC1
→ 0.2 | 17 | -26
O=C(Nc1ccc(-c2nc3cc(Cl)ccc3c(=O)o2)cc1)c1ccco1
→ -0.3 | 21 | -16
O=C(COc1ccc(Cl)cc1Cl)NN=C1c2ccccc2-c2ccccc21
→ -2.4 | 3 | 0
CC(C)CNC(=O)C(=O)NNC(=O)c1ccco1
→ 1.1 | 18 | 9
CCN(CC(=O)Nc1c(F)cccc1F)C(=O)/C=C/c1ccc(C)cc1
→ 1.6 | 5 | -23
Cc1ccc(C(C(=O)NCc2ccc(F)cc2)N(C(=O)c2csnn2)C2CC2)o1 (configuration not stated)
→ 0.2 | 6 | -22
COc1cc(C#N)ccc1OC(=O)C1CCN(C(=O)c2ccc(F)cc2)CC1
→ -0.4 | 6 | -12
Cc1ccc(O)c(-c2[nH]ncc2C(=O)c2ccc(Br)cc2)c1
→ -1.7 | 9 | -6
Cc1cc(C)c2c(=O)[nH]c(=O)n(Cc3ccccc3)c2n1
→ -2.5 | 13 | -6
COc1ccc(C(=O)N2CCN(c3c(C)cccc3C)CC2)cc1OC
→ -0.7 | 10 | -19
Cc1cc(NC(=O)c2ccccc2)nc2c1c(=O)oc1ccccc12
→ 0.9 | 5 | -29
CCc1nnc(NS(=O)(=O)c2ccc(NC(=O)c3ccccc3)cc2)s1
→ 1.2 | 7 | -19
Cc1nonc1C1CCCN1C(=O)c1cc(COc2ccc(F)cc2F)on1 (configuration not stated)
→ 0.3 | 22 | -22
O=C(O)CSCC(=O)NCc1ccc(Cl)cc1
→ -0.2 | 3 | -4
Cc1c(N)cc(C(=O)N2CCOCC2)cc1[N+](=O)[O-]
→ -1.4 | 15 | 0
CC1(C(=O)OCC(=O)Nc2cccc(S(=O)(=O)NC3=NCCCCC3)c2)CC1(Cl)Cl (configuration not stated)
→ 1.4 | 25 | -34
COc1ccc2oc(C(=O)NC3CCCCC3)c(C)c2c1
→ -1.7 | 34 | -4
COCCNC(=O)C(OC(=O)c1ccco1)c1ccccc1Cl (configuration not stated)
→ -1.1 | 9 | -18
CSC1=NC(=O)/C(=C/c2ccc(SC)cc2)S1
→ 11 | 39* | -18
COc1ccc(-c2nn(CCC(=O)O)cc2/C=N/NC(N)=S)cc1
→ 1.0 | 8 | -6
CCOc1cc(/C=C2\C(=O)N(Cc3ccco3)C(C)=C2C(=O)OC)ccc1O
→ 0.3 | 31 | -33
CCOc1ccc(C2C(C#N)=C(N)N(N(C)C)C3=C2C(=O)CC(C)(C)C3)cc1 (configuration not stated)
→ -0.5 | 2 | -23
COc1ccc(S(=O)(=O)N(C)C[C@H]2Oc3c(NC(=O)NC(C)C)cccc3C(=O)N([C@H](C)CO)C[C@@H]2C)cc1
→ -0.7 | -1 | -28
Cc1cccc2cc(CN(Cc3cccnc3)C(=O)c3cccs3)c3nnnn3c12
→ -3.7 | 7 | -9

Second line of a record – STK33 inh | OX1R antag-1 | OX1R antag-2
Cc1cccc(Nc2nc(-c3cccs3)cs2)n1
→ 1.3 | 55 | -16
CCCOc1ccc(N2CC(C(=O)Nc3ccccc3F)CC2=O)cc1 (configuration not stated)
→ -1.0 | 22 | -24
Cc1cccc(N2CCN(C(=O)C3CC(=O)N(c4ccc5c(c4)OCCO5)C3)CC2C)c1 (configuration not stated)
→ -0.4 | -4 | 1
Cc1ccccc1OCCC(=O)OCC(=O)NCCc1ccccc1
→ 1.1 | 12 | -20
C=CCn1cc(C(=O)N2CCN(c3ccccc3)CC2)c(=O)c2cc(S(=O)(=O)N3CCCC3)ccc21
→ 0.7 | 0 | -35
CN1Cc2c(N3CCOCC3)nc3sc(C#N)c(N)c3c2CC1(C)C
→ 1.0 | 6 | -19
COc1ccccc1N1CCN(C(=O)c2cc(S(=O)(=O)N3CCCCC3)ccc2C)CC1
→ -0.7 | 6 | -18
COc1ccc(-n2nnnc2SCC(=O)c2ccc(O)c(O)c2)cc1
→ -0.4 | 19 | -3
